RNase H inhibition: RNase H inhibition, HIV 1 Gag Pol polyprotein, FRET biochemical assay, screening (AID 372). HIV-1 RT RNase H, FRET RNA/DNA substrate fluorescence; higher % means a stronger effect. inhibition, % at 10 µM; hits with a dose series show IC50 in µM. 100,000 compounds, 0.77% hits; in the data active means inhibition above about 50%
Active calls of the source: *. These rows are one share of the data (hit frequency here may not be typical).

SMILES	RNase H inhibition
COc1ccc(OC)c(/C=N/NC(=O)c2ccn(Cc3ccc(Cl)cc3Cl)n2)c1	17.0%
Cc1ccccc1N(CC(=O)Nc1ccc(Br)cc1)S(=O)(=O)c1ccccc1	14.0%
CCOc1cc(C2C(C(=O)OCC(C)C)=C(C)NC3=C2C(=O)CC(c2ccc(Cl)cc2)C3)ccc1O (stereo not drawn)	6.0%
COc1ccc(-n2c(O)c(C=Nc3cccc(Cl)c3)c(=O)[nH]c2=O)cc1	10.0%
O=C(CSc1nnc(-c2ccccc2)n1-c1ccccc1)N/N=C/c1coc2ccccc2c1=O	8.0%
Cc1ccc(OCC(=O)Nc2cc([N+](=O)[O-])ccc2F)c(C)c1	14.0%
CC(NC(=O)c1ccc([N+](=O)[O-])cc1)C1C2CC3CC(C2)CC1C3 (stereo not drawn)	7.0%
Cc1ccc(S(=O)(=O)N(CC(=O)Nc2ccc(F)cc2)c2ccc(Br)cc2)cc1	3.0%
Cc1cc(C)cc(N=Cc2cc(Br)ccc2O)c1	8.0%
Cc1[nH]c(=O)[nH]c(=O)c1S(=O)(=O)Nc1ccc(S(N)(=O)=O)cc1	12.0%
O=C(NOC(=O)c1cc([N+](=O)[O-])ccc1Cl)c1ccc(Cl)cc1	3.0%
C=CCNC(=S)NNC(=O)c1ccccc1Br	10.0%
COc1ccc(S(=O)(=O)N2CCN(Cc3ccc(C)cc3)CC2)cc1	2.0%
O=C(N/N=C/c1ccc(Cl)c([N+](=O)[O-])c1)c1ccccc1O	11.0%
Cc1ccn2c(-c3csc(Nc4ccc(S(N)(=O)=O)cc4)n3)c(C)nc2c1	16.0%
COc1ccc(C(=O)COC(=O)C2CCN(S(=O)(=O)c3ccc4ccccc4c3)CC2)cc1	2.0%
N#CC1=C(N)Oc2c(sc3ccccc23)C1c1ccc(Br)o1 (stereo not drawn)	18.0%
N#CC/C(N)=N/c1sc2c(c1C#N)CCCC2	8.0%
COc1ccc(C2=NN(C(=O)CCC(=O)O)C(c3ccc(Br)cc3)C2)cc1 (stereo not drawn)	2.0%
NC1=NC2(CCCCC2)N(c2ccccc2)C(N)=N1	0.0%
CCOc1ccc(/C=N/N2CCN(Cc3ccc(Cl)cc3)CC2)cc1OC	12.0%
O=C(/C=C/c1ccc2c(c1)OCO2)NCCSCc1cccc(Cl)c1	8.0%
CC(=O)OC(OC(C)=O)C12C=CC(O1)C1C(=O)N(c3cccc([N+](=O)[O-])c3)C(=O)C12 (stereo not drawn)	9.0%
COc1cc(/C=N/N=C2c3ccccc3-c3ccccc32)cc(OC)c1OC	0.0%
O=C1C2C3C=CC(C3)C2C(=O)N1Nc1ccccc1 (stereo not drawn)	16.0%

Taken from above:
RNase H inhibition with `COc1cc(/C=N/N=C2c3ccccc3-c3ccccc32)cc(OC)c1OC` stands at 0.0%
RNase H inhibition with `COc1ccc(-n2c(O)c(C=Nc3cccc(Cl)c3)c(=O)[nH]c2=O)cc1` stands at 10.0%

The listing picks up with the 6 entries that preceded the break.
SMILES	RNase H inhibition
NC1=NC2(CCCCC2)N(c2ccccc2)C(N)=N1	0.0%
CCOc1ccc(/C=N/N2CCN(Cc3ccc(Cl)cc3)CC2)cc1OC	12.0%
O=C(/C=C/c1ccc2c(c1)OCO2)NCCSCc1cccc(Cl)c1	8.0%
CC(=O)OC(OC(C)=O)C12C=CC(O1)C1C(=O)N(c3cccc([N+](=O)[O-])c3)C(=O)C12 (stereo not drawn)	9.0%
COc1cc(/C=N/N=C2c3ccccc3-c3ccccc32)cc(OC)c1OC	0.0%
O=C1C2C3C=CC(C3)C2C(=O)N1Nc1ccccc1 (stereo not drawn)	16.0%
CCOC(=O)C1(C)C(Br)=C(O)C(=O)N1c1ccccc1 (stereo not drawn)	0.0%
N#C/C(=C\c1cccs1)c1nc2ccccc2[nH]1	0.0%
O=C(c1cccc([N+](=O)[O-])c1)c1ccc2c(c1)C(=O)N(NC(=O)c1ccco1)C2=O	11.0%
O=C(O)CSCc1ccc([N+](=O)[O-])cc1	5.0%
COc1cc(/C=C2/C(=O)NN(c3ccc(C)c(C)c3)C2=O)cc([N+](=O)[O-])c1O	26.0%
CSc1nnc2c(n1)OC(c1ccc(-c3ccc(F)cc3)o1)Nc1ccccc1-2 (stereo not drawn)	9.0%
O=C(c1cc2cc([N+](=O)[O-])ccc2oc1=O)N1CCN(C/C=C/c2ccccc2)CC1	5.0%
CC(=O)Nc1ccccc1C(=O)N1CCN(Cc2ccccc2)CC1	0.0%
COc1cc(/C=C(/C#N)C(=O)Nc2cccc(Br)c2)c([N+](=O)[O-])cc1OC	4.0%
COC(=O)C1=C(C)N=c2s/c(=C\c3ccc(-c4ccccc4C(=O)O)o3)c(=O)n2C1c1ccccc1 (stereo not drawn)	4.0%
O=C(Nc1ccc(Cl)cc1)c1ccc(CN2CCN(c3ccccc3)CC2)cc1	15.0%
Cc1cccc(N2C(=O)NC(=O)/C(=C/c3cn(CC(=O)Nc4ccccc4)c4ccccc34)C2=O)c1	9.0%
COc1ccc(C2CC(=O)C3=C(C2)Nc2ccccc2NC3c2ccc(O)c([N+](=O)[O-])c2)cc1OC (stereo not drawn)	0.0%
Cc1cc(C=C2C(=O)N(C)C(=O)N(C)C2=O)c(C)n1-c1cccc(F)c1	11.0%
CCOC(=O)C1=C(C)NC2=C(C(=O)CCC2)C1c1cc(Br)c(O)c(OC)c1 (stereo not drawn)	5.0%
COC(=O)c1cccc(NC(=O)c2c(-c3ccccc3Cl)noc2C)c1	7.0%
Cc1ccc(N2C(=O)CC(Sc3ccccc3C(=O)O)C2=O)cc1C (stereo not drawn)	0.0%
CC(=O)c1ccc(N2CCN(C/C=C/c3ccc(N(C)C)cc3)CC2)cc1	7.0%
COCCOC(=O)C1=C(C)OC(N)=C(C#N)C1c1ccc(Br)cc1 (stereo not drawn)	0.0%
CCOC(=O)c1cccc(NC(=O)c2ccc(Cl)cc2)c1	17.0%
CCCCCCN1C(=O)C(O)=C(C(C)=O)C1c1ccc(C(C)C)cc1 (stereo not drawn)	1.0%
Cc1ccc(C(=O)N/N=C/c2cccc(Cl)c2Cl)cc1	5.0%
COc1ccc(/C(O)=C2/C(=O)C(=O)N(CCCCCC(=O)O)C2c2ccccc2[N+](=O)[O-])cc1 (stereo not drawn)	5.0%
O=C1OC(c2ccccc2)=N/C1=C1/c2ccccc2-c2ccc([N+](=O)[O-])cc21	5.0%
Cc1cc(C)c2nc3s/c(=C\c4cccc(Br)c4)c(=O)n3c2c1	5.0%
SMILES	RNase H inhibition
O=C(O)CSc1ccc(I)cc1C(=O)O	0.0%
COC(=O)Cn1cc(/C=C(/C#N)C(=O)NCc2ccccc2)c2ccccc21	14.0%
C(=N/n1cnc2ccccc21)/c1ccccc1	0.0%
Cc1ccc(N2C(=O)c3ccc(Oc4ccc(N)cc4)cc3C2=O)cc1Cl	10.0%
COc1cc(C(=O)Nc2ccc(S(=O)(=O)NC(C)=O)cc2)cc(OC)c1OC	32.0%
Cc1ccc(CNC(=O)C(=O)Nc2cc(C)ccc2C)cc1	23.0%
CCCN1C(=O)c2ccccc2NC1c1c(Cl)cccc1Cl (stereo not drawn)	12.0%
CCOc1cccc(N2C(=O)/C(=C\c3ccc(-c4cccc(C(=O)O)c4)o3)C(=O)NC2=S)c1	19.0%
O=C(CCc1ccccc1)Nc1ccc(F)cc1F	3.0%
O=C(Cc1ccccc1)NC(=S)Nc1cccc(NC(=O)c2ccccc2Cl)c1	8.0%
N#Cc1c(/N=C\c2ccc(N3CCCCC3)c([N+](=O)[O-])c2)sc2c1CCCC2	20.0%
O=C(CCNc1ccccc1)c1ccc([N+](=O)[O-])cc1	15.0%
O=C(Nc1cc(Cl)cc(Cl)c1)c1cccc(Cl)c1Cl	11.0%
Cc1cc(C)c2oc(-c3cccc(NC(=O)c4ccccc4Cl)c3)nc2c1	5.0%
O=C(Nc1ccccc1)Nc1nnc(-c2cccc(F)c2)s1	12.0%
Oc1ccccc1/C=N/Nc1cc(N2CCCCC2)nc(N2CCCCC2)n1	10.0%
O=C(Nc1ccccc1)c1c(NC(=S)Nc2ccccc2)sc2c1CCCC2	46.0%
COc1ccc(N(CC(=O)O)S(C)(=O)=O)c(OC)c1	0.0%
CCCCS(=O)(=O)CC(O)COC(C)C (stereo not drawn)	5.0%
O=C(O)c1cccc(CP(=O)(c2ccccc2)c2ccccc2)c1	4.0%
COc1ccc(C(=O)N/C(=C/c2cccc3ccccc23)C(=O)Nc2ccc(C)cc2)cc1	1.0%
CC1=CC(C)(C)N(CN2C(=O)c3ccccc3C2=O)c2ccc(C)cc21	0.0%
C#CCOC(=O)/C=C/c1cccc([N+](=O)[O-])c1	16.0%
COc1ccc(-c2noc(COc3ccc(C)cc3Br)n2)cc1	0.0%
Cc1nc2ccccc2c2c1C(=O)N(c1cccc(O)c1)C2=O	10.0%
SMILES	RNase H inhibition
Cc1ccc(/C=N/Nc2nc(N3CCCCC3)nc(N3CCCCC3)n2)cc1	0.0%
O=C(c1cccc(Br)c1)N1CCN(c2ccc(F)cc2)CC1	3.0%
O=C(N/N=C/c1c(Cl)cccc1Cl)c1cc(-c2ccc(Br)cc2)n[nH]1	46.0%
Cc1ccc(C)c(CNc2ccc3cn[nH]c3c2)c1	7.0%
NC1=NC(=O)/C(=C/c2ccccc2OS(=O)(=O)c2ccc3ccccc3c2)S1	3.0%
Cc1ccccc1NS(=O)(=O)c1ccc(Cl)c(C(=O)Nc2cccc([N+](=O)[O-])c2)c1	9.0%
COc1ccc(S(=O)(=O)N(CC(=O)Nc2ccc3c(c2)OCO3)c2ccc(C)cc2)cc1OC	7.0%
C/C(=N\N=C\c1ccccc1)C1C(=O)c2ccccc2C1=O	10.0%
CN1CCN(S(=O)(=O)c2ccc([N+](=O)[O-])cc2)CC1	0.0%
Cc1cccc(CN2CCN(c3ncccn3)CC2)c1	1.0%
CCc1nc2ccccc2n1CC(O)COCc1ccccc1 (stereo not drawn)	0.0%
COc1cccc(OCCCOc2cccc(Cl)c2)c1	31.0%
Cc1cccc(-c2noc(-c3ccc(Br)cc3)n2)c1	12.0%
COc1ccc(OC)c(C(c2c(C)[nH]n(-c3ccccc3)c2=O)c2c(C)[nH]n(-c3ccccc3)c2=O)c1	13.0%
COC(=O)c1cccc(NC(=O)CCOc2ccccc2)c1	1.0%
O=C(N/N=C/c1ccccc1Cl)c1ccc(O)cc1O	6.0%
O=c1[nH]c2ccc(Cl)cc2c(-c2ccccc2)c1Sc1ccc(Cl)cc1	10.0%
N#C/C(=C\c1ccc(-c2ccc(C(=O)O)c(Cl)c2)o1)C(=O)Nc1ccc2ccccc2c1	12.0%
CC(=O)c1oc2ccc3c(C)cc(=O)oc3c2c1-c1ccccc1	35.0%
COc1ccc(C(=O)NNC(=O)Nc2ccc(Cl)cc2)cc1	1.0%
N#CC1=C(N)OC2=C(C(=O)CC(c3ccccc3)C2)C1c1ccc(F)c(F)c1 (stereo not drawn)	12.0%
CCC1=NN(C(=O)c2ccccc2)C(O)(C(F)(F)F)C1 (stereo not drawn)	0.0%
CC1=C(c2ccccc2)[N+](=O)C(C)(C)N1[O-]	1.0%
C#Cc1cccc(NC(=O)CN2C(=O)c3ccccc3C2=O)c1	20.0%
Cc1ccc(N2C(=O)CC(NCc3cccc4ccccc34)C2=O)cc1 (stereo not drawn)	3.0%

Gathered by group: the entries above with a furan ring, fused or not.
SMILES	RNase H inhibition
N#CC1=C(N)Oc2c(sc3ccccc23)C1c1ccc(Br)o1 (stereo not drawn)	18.0%
O=C(c1cccc([N+](=O)[O-])c1)c1ccc2c(c1)C(=O)N(NC(=O)c1ccco1)C2=O	11.0%
CSc1nnc2c(n1)OC(c1ccc(-c3ccc(F)cc3)o1)Nc1ccccc1-2 (stereo not drawn)	9.0%
COC(=O)C1=C(C)N=c2s/c(=C\c3ccc(-c4ccccc4C(=O)O)o3)c(=O)n2C1c1ccccc1 (stereo not drawn)	4.0%
CCOc1cccc(N2C(=O)/C(=C\c3ccc(-c4cccc(C(=O)O)c4)o3)C(=O)NC2=S)c1	19.0%
N#C/C(=C\c1ccc(-c2ccc(C(=O)O)c(Cl)c2)o1)C(=O)Nc1ccc2ccccc2c1	12.0%
CC(=O)c1oc2ccc3c(C)cc(=O)oc3c2c1-c1ccccc1	35.0%

Continued:
SMILES	RNase H inhibition
O=C(O)c1ccccc1SCCCN1C(=O)c2ccccc2C1=O	6.0%
Cc1ccc(/C=c2\sc3nnc(-c4ccccc4)n3c2=O)cc1	3.0%
COc1cc(Br)c(Nc2nc(-c3sc(NC(=O)c4ccccc4)nc3C)cs2)c(Br)c1	28.0%
COC(=O)c1ccccc1NC(=O)CSc1nnc(-c2cccc(F)c2)n1-c1ccccc1	14.0%
O=C(COc1ccc(Br)cc1)Nc1ccc(N2CCOCC2)cc1	7.0%
CC(C)Oc1cc2oc(=O)cc(-c3ccccc3)c2cc1Cl	32.0%
CCOc1ccc(/C=C2\C(=O)NC(=S)N(c3cccc(C)c3C)C2=O)cc1Cl	12.0%
Cc1cc([N+](=O)[O-])cc2c1NC(=O)C2=O	0.0%
Cc1n(Cc2ccccc2)c2ccccc2[n+]1Cc1ccccc1	3.0%
CCOc1cc(/C=C2\SC(=S)N(c3ccccc3)C2=O)ccc1OC(=O)c1cccc([N+](=O)[O-])c1	0.0%
CC1=C(n2nnc([N+](=O)[O-])n2)C(c2ccccc2)C(C#N)=C(N)O1 (stereo not drawn)	13.0%
O=c1ccc([N+](=O)[O-])ccc1NCc1ccccc1	0.0%
Cc1ccc(OCCCN2CCCC2)cc1C	8.0%
CCOc1ccc(C(=O)Nc2ccc3oc(-c4ccc(C(C)(C)C)cc4)nc3c2)cc1	19.0%
Cc1ccc(/C=C2/SC(=S)N(CCCC(=O)Nc3cccc(F)c3)C2=O)cc1	13.0%
CC(C)N(CCC#N)S(=O)(=O)c1ccccc1[N+](=O)[O-]	27.0%
CC1CN(CC(O)COc2ccc(C(C)(C)C)cc2)CC(C)O1 (stereo not drawn)	0.0%
CC1(C)CC(=O)C2=C(C1)OC1=C(C(=O)CC(C)(C)C1)C2c1ccc(-c2ccccc2Cl)o1	24.0%
CC(=O)c1ccc(NC(=O)CSc2nc(C)cc(C)n2)cc1	0.0%
COC(=O)c1ccc(NC(=S)NC(=O)c2cccc(F)c2)cc1	16.0%
Ic1ccc(/C=N/Nc2nc(N3CCOCC3)nc(N3CCOCC3)n2)cc1	8.0%
CCOC(=O)c1cccc(NC(=O)c2c(OC)cccc2OC)c1	2.0%
